DYRK1A inh: blocks rat Dyrk1A kinase activity. ADP-Glo luminescence, NFATc1 peptide. inhibition, % at 12.5 µM. 310,000 tested, 0.43% active; in the data active = inhibition above about 50%;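 note: plate controls were vehicle with enzyme for no effect and no enzyme for full effect; many of its hits are not listed in these tables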
HSF1 inh: HSF1 inhibition. NIH3T3-HGL HSE-luciferase, MG132-induced, luminescence 8 h; active compounds read low. activity change, negative = inhibition, % at 7.5 µM (by protocol). 300,000 tested, 0.77% active. AID 2098;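 active = more than half of replicate wells show activity change below -50%, luminescence cut by over half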;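 note: luciferase reports HSF-1 transcriptional activity via heat shock element; 0% = median of DMSO wells and -100% = zero luminescence signal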
aSyn UTR inh: 5' untranslated region of α-synuclein, MLPCN primary screen; alpha-synuclein 5'UTR reporter, inhibitor activity; 300,000 tested, 0.82% active; inhibition, % (tested at 7.5 µM); in the data active = inhibition above about 60%;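 note: H4 neuroglioblastoma cells stably carrying SNCA 5'UTR luciferase fusion; 0% = DMSO wells and 100% = positive control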
KLF5 inhibitor: kruppel-like factor 5 inhibition | DLD-1 KLF5 promoter-luciferase reporter, luminescence | inhibition, % at 5 µM | 290,000 tested, 0.23% active | AID 1700;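 active = inhibition above a per-plate limit of that plate's mean compound inhibition plus 3 SD, cut at about 60% in these data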;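 note: 0% = DMSO wells and 100% = LY294002 at 200 µM; higher means less KLF5 promoter-driven luciferase light; inactives centre near -14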
HSP90 refold inh: blocks HSP90-mediated luciferase refolding in reticulocyte lysate; Rabbit reticulocyte lysate, luciferase refolding luminescence, 3 h; inhibition, % at 5.6 µM; 290,000 tested, 0.91% active;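 active = inhibition above the screen-wide mean plus 3 SD, computed separately per campaign, cut at about 16% in these data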;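 note: 0% = DMSO wells and 100% = 60 µM geldanamycin wells; inhibitors lower the luminescence because luciferase stays unfolded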
GSK3B inh: inhibitors of human GSK3beta kinase | P49841 | GST-GSK3beta kinase, ADP-Glo luminescence, 60 min; active compounds read low | activity score (negative = inhibition), % at 10 µM | 300,000 tested, 0.038% active;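 active = more than half of replicate wells score below -50%, meaning over 50% inhibition versus plate controls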;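 note: 0% = median DMSO wells and -100% = median GW8510 positive control wells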
Target sequence (P49841 whole entry, looked up): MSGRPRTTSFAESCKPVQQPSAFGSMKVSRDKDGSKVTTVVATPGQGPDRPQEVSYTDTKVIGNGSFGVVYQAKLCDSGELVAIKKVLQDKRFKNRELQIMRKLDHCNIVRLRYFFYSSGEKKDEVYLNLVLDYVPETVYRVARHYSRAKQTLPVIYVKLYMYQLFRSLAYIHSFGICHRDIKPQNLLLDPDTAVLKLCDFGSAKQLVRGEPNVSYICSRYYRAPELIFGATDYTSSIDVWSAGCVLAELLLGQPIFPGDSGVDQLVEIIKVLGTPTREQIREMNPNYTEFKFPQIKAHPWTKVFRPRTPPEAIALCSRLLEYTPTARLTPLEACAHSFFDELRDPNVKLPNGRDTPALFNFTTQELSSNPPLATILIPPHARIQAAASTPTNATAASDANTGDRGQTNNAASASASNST
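Test system: GST-fused GSK3beta enzyme, cell-free | Quantity: 1.6 ng GST-GSK3beta enzyme per well | Reagent: 25 µM ATP with peptide substrate | Schedule: 60 min enzyme reaction, room temperature | Signal: Luminescent ADP-Glo measurement of ADP formed | Read-out basis: Score relative to plate controls | Control set: DMSO and 20 µM GW8510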
HSF-1 act: increases HSF-1 driven luciferase reporter signal | 300,000 tested, 1.7% active | NIH3T3-HGL HSF-1 luciferase reporter, MG132, 8 h; 100% = twice DMSO control signal | activation, % at 9 µM;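 active = mean replicate activation of at least 50% with a set share of replicates each reaching 50%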;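 note: 0% = median of the neutral control wells and 100% = twice that signal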
Platelet DG rel: platelet dense granule release activity. human platelet-rich plasma, SFLLRN dense granule ATP release, luminescence. inhibition, %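 (compounds screened at 7.5 µM in platelet-rich plasma)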. 300,000 tested, 0.22% active;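 active = mean replicate score, as percent of positive control, at or above 50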
GSK3 alpha inh: blocks human GSK-3 alpha kinase. P49840. ADP-Glo luminescence, 60 min. inhibition, % at 10 µM. 320,000 tested, 0.1% active;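 in the data active = inhibition above about 50%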;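 note: GST-tagged GSK-3 alpha with peptide substrate and 25 µM ATP; 0% = DMSO neutral wells and 100% = GW8510 positive control wells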
Target sequence (P49840 whole entry, looked up): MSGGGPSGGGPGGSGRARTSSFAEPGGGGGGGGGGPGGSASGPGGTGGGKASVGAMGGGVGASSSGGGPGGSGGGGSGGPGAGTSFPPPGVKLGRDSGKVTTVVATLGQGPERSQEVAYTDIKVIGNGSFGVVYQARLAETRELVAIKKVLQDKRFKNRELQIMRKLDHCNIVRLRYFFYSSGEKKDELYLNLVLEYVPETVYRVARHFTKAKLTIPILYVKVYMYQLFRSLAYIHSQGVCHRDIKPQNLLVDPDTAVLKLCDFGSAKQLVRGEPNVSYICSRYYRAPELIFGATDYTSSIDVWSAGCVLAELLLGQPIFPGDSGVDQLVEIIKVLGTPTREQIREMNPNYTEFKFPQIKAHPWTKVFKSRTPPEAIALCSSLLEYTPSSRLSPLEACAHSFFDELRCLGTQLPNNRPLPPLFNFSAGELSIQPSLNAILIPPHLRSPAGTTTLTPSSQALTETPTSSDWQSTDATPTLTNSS
IEC-6 tox: kills IEC-6 intestinal cells in KLF5 counter-screen. IEC-6 cytotoxicity, luminescence viability. inhibition, % at 5 µM. 290,000 tested, 0.78% active. AID 1825; in the data active = inhibition above about 22%;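 note: 0% = plate median of test compound wells and 100% = cytotoxic reference compound wells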
Numbers without * were called inactive; · = no result given. Some of the compounds tested; rates above refer to the full screens.

Sequence of screens – DYRK1A inh | HSF1 inh | aSyn UTR inh | KLF5 inhibitor | HSP90 refold inh | GSK3B inh | HSF-1 act | Platelet DG rel | GSK3 alpha inh | IEC-6 tox
> Cc1cccc(-n2c(Cc3cc(=O)[nH]c(=O)[nH]3)nnc2SC(C)C)c1
  -1 | 6 | 11 | 16 | -4 | 0 | 25 | -8 | -1 | 3
> O=C(NCCCN1CCOCC1)C1CCCN(S(=O)(=O)N2CCCCC2)C1 (stereo unspecified)
  -2 | -4 | -1 | -14 | 1 | -2 | -13 | 16 | -1 | 2
> COc1cc([C@@H]2c3cc4c(cc3[C@H](O)[C@H]3COC(=O)[C@H]23)OCO4)cc(OC)c1OC
  8 | -69* | 95* | 84* | 3 | -1 | -74 | 0 | -3 | ·
> CCNc1nc(NCC)nc(Nn2cnnc2)n1
  -2 | 0 | 17 | 9 | 5 | 5 | -11 | 11 | -4 | 8
> CCOC(=O)CC(=O)CSc1ccc2nnc(-c3cccc(F)c3)n2n1
  26 | 15 | 1 | -37 | -2 | -1 | 33 | 8 | 12 | -6
> C=CCSc1nnc(NC(=O)c2ccc(Cl)nc2)s1
  21 | -2 | -77 | -9 | 6 | -4 | -7 | 0 | -1 | 2
> CC1CCc2sc(C(=O)NCC(C)(C)N3CCOCC3)cc2C1 (stereo unspecified)
  10 | 4 | 1 | · | · | 2 | 24 | -5 | -1 | ·
> C(=C\c1ccccc1)/CSc1nc2ncccc2[nH]1
  3 | 43 | -58 | -51 | -1 | 1 | 72* | 4 | 0 | 2
> COc1cc(NS(=O)(=O)c2cc(C)ccc2OC)c(OC)cc1Cl
  -2 | 20 | -1 | 19 | -3 | -2 | 67* | 4 | 1 | -2
> CC(C)Oc1ccc(C(=O)OCC(=O)NCCNC(=O)COC(=O)c2ccc(OC(C)C)cc2)cc1
  · | -6 | 0 | -24 | -3 | -1 | -16 | -4 | -4 | 2
> COCCNc1nc2c(c(=O)n(Cc3ccc(OC)cc3)c(=O)n2C)n1C
  0 | -3 | 8 | -4 | -1 | 1 | -22 | 1 | -1 | -4
> COc1ccc(NC(C)=O)cc1NC(=O)CSc1nc2ncccc2[nH]1
  7 | -2 | 14 | 8 | 2 | -3 | -6 | -4 | 1 | 6
> COc1cccc(/C(C)=N/NC(=O)Cc2c(C)[nH][nH]c2=O)c1
  2 | -7 | -19 | -24 | -3 | -1 | 4 | -3 | -2 | 4
> CC/C(=N\NC(C)=O)c1ccc(OC(F)F)cc1
  · | -8 | 10 | -1 | 3 | -1 | -11 | 14 | 8 | 1
> NC(=O)COC(=O)c1ccc(C(=O)C(=O)c2ccccc2)cc1
  -5 | -3 | -10 | -4 | -1 | 3 | -4 | 2 | 1 | -2
> Brc1ccc(-c2csc(-c3c[nH]c4ccccc34)n2)cc1
  5 | 9 | -183 | -22 | -1 | 3 | 24 | -3 | 0 | 2
> O=C(COC(=O)/C=C/c1ccc(OC(F)F)cc1)NCc1cccs1
  -2 | -21 | 0 | 19 | 0 | 2 | -34 | 2 | -6 | -2
> COC(=O)CSc1nnc(-c2ccccc2OC)n1-c1ccc(C)cc1
  2 | -1 | -14 | -20 | 2 | 3 | 16 | 1 | 1 | 9
> O=C(O)c1cc(Cl)c2c(c1)OCO2
  4 | 1 | -12 | 8 | 2 | 0 | -20 | 2 | -3 | -6
> CCC(C)C(NC(N)=O)C(=O)Nc1ccc(C(=O)OC)cc1 (stereo unspecified)
  -6 | 9 | 10 | -4 | -1 | 1 | 30 | 2 | -1 | 0
> COC(=O)C1C(O)=C(C=NCc2ccccc2)C(=O)CC1(C)C (stereo unspecified)
  1 | 4 | 3 | -16 | -3 | 0 | 1 | -6 | 0 | 3
> CN1Cc2sc(N)c(C#N)c2CC1(C)C
  0 | -12 | 0 | 28 | 2 | -3 | -27 | -6 | 1 | 3
> COc1ccc(/C=C(\NC(=O)c2ccc(C)cc2)C(=O)Nc2c(C)n(C)n(-c3ccccc3)c2=O)cc1
  -2 | 1 | 10 | -45 | 3 | -1 | -2 | 2 | · | 0
> Cc1cn2c(nc1=O)OC1C(O)C(COC(=O)c3ccccc3)OC12 (stereo unspecified)
  2 | 5 | -6 | -15 | -4 | -3 | 15 | 2 | 2 | -6
> CN(C)Cc1nc2c(c(=O)[nH]1)C1(CCCCC1)Cc1ccccc1-2
  -3 | 4 | 22 | -28 | -2 | 3 | 14 | 5 | 1 | -1
> COc1nccnc1NS(=O)(=O)c1ccc(N=Cc2c(C)[nH]n(-c3ccc(Cl)cc3)c2=O)cc1
  · | 8 | -25 | 0 | 4 | -2 | -6 | 31 | -2 | 15
> COc1cccc(CNC(=O)Cn2nc(-c3ccc(Cl)cc3)ccc2=O)c1
  -4 | · | · | -37 | 3 | · | · | · | 0 | -5
> Cc1ccc(-n2nnnc2CNC(=O)C2CC(=O)N(c3ccccc3)C2)cc1C (stereo unspecified)
  9 | 2 | 24 | -9 | -7 | -3 | -1 | -39 | -1 | -6
> O=C(COc1ccc(S(=O)(=O)NCc2ccccc2)cc1Cl)NCc1ccccn1
  -3 | -2 | -11 | -19 | 2 | 2 | -10 | 8 | 1 | -1
> COCCn1c(SCC(=O)NCc2cccs2)nnc1-c1ccc(OC)cc1
  0 | 3 | 10 | -18 | -3 | 0 | 12 | 0 | -2 | 4
> Cc1ccc(S(=O)(=O)NC2CCC(C(=O)O)CC2)cc1 (stereo unspecified)
  13 | -8 | 12 | -39 | 4 | 0 | -4 | 2 | -1 | -4
> Cc1nnc(SCC(=O)N2c3ccccc3Sc3ccccc32)n1N
  2 | 2 | 17 | 8 | 0 | 1 | -16 | 9 | -1 | -8
> CC(=O)N1CCC2(CC1)C/C(=N\NC(=S)Nc1ccccc1C)c1cc(O)ccc1O2
  -3 | -12 | -13 | -5 | 1 | -2 | -3 | 11 | 0 | 3
> COc1ccc(C(C)NC(=O)c2cccc([N+](=O)[O-])c2)cc1OC (stereo unspecified)
  2 | 4 | 6 | -19 | -4 | 0 | 1 | 4 | -2 | -1
> S=C(Sc1ccc(Cl)cc1)Sc1ccc(Cl)cc1
  · | -4 | -47 | -8 | 4 | 1 | · | -1 | -2 | -1
> Cc1[nH]c2ccccc2c1C(=O)CSCC(=O)O
  0 | -2 | -22 | 1 | 3 | 0 | -7 | 4 | -2 | 5
> CCOC(=O)COc1ccc(S(=O)(=O)N2CCN(C(=O)OCC)CC2)cc1
  -7 | 1 | -13 | -10 | 3 | 2 | 23 | -9 | -3 | 8
> Cn1c(CNC(=O)CNS(=O)(=O)c2ccc(Cl)cc2)cc(=O)n(C)c1=O
  3 | -4 | -35 | -23 | 1 | 4 | -1 | 1 | -31 | -1
> ClC1=C(Cl)C(Cl)=C(Cl)C1=C/C=C/c1ccccc1
  -5 | -11 | 113* | -15 | -3 | 2 | -14 | -3 | -1 | 3
> Cc1ccc(OCC(=O)Nc2nnc(S(=O)(=O)N3CCC(C)CC3)s2)cc1
  3 | 10 | 21 | 2 | 3 | 4 | 16 | -2 | -4 | 6
> O=C(CCS(=O)(=O)c1ccccc1)N1CCN(c2ccc(F)cc2)CC1
  -9 | 11 | -79 | -54 | -4 | -2 | 44 | -3 | 0 | -4
> CC(C)CC(=O)N(c1ccc(F)cc1)C1C=CS(=O)(=O)C1 (stereo unspecified)
  1 | -5 | 17 | 12 | -5 | 1 | -6 | -1 | -2 | 5
> Fc1ccc(-c2csc3ncnc(Cl)c23)cc1
  0 | 4 | -53 | -33 | 1 | 3 | 39 | -8 | -2 | 4
> CCOC(=O)[C@@H]1[C@H]2COc3ccc(Br)cc3[C@@H]2N2C(=O)N(c3ccc(C)cc3)C(=O)[C@]12C
  1 | 0 | -6 | -13 | 2 | 2 | 11 | -5 | 0 | -4
> COc1ccc(-c2nc(CN(C)C(C)c3ccon3)c(C)o2)c(C)c1C (stereo unspecified)
  3 | -2 | -2 | 8 | -10 | 1 | -13 | -1 | -7 | -4
> COc1ccc(NC(=O)CCNS(=O)(=O)c2cc(Br)ccc2Br)cc1S(N)(=O)=O
  -5 | 8 | 9 | -17 | 6 | 3 | -9 | -1 | -2 | 2
> Cn1c(SCc2cccc([N+](=O)[O-])c2)nc2c(c1=O)SCC2
  · | -6 | 7 | -24 | -1 | 4 | -4 | -3 | 0 | 4
> C=CCN1C(=O)/C(=c2\sc3nc(=O)c(Cc4ccccc4Cl)nn3c2=O)c2ccccc21
  -4 | -1 | -17 | 2 | 0 | 9 | 8 | 2 | -1 | 6
> CC(C)CCNC(=O)C1CC2Cn3c(nc4cc(Cl)c(Cl)cc43)C2N1C (stereo unspecified)
  -4 | 7 | -22 | · | · | -1 | 2 | -1 | 5 | ·
> O=c1cc(-c2ccc(O)cc2)oc2ccccc12
  38 | 23 | -138 | -78 | -2 | 6 | 13 | 13 | 2 | 2
> CCOc1ccc(CNC(=O)CCCn2ccc3cc(S(=O)(=O)N4CCCC4)ccc32)cc1
  -2 | 18 | 15 | -28 | -3 | -1 | 17 | 0 | · | 3
> CCCn1c(SCC(=O)NCc2ccccc2)nnc1-c1ccncc1
  -1 | -13 | 17 | -46 | 5 | -7 | -33 | 8 | -2 | 3
> S=C(NCC1CCCO1)n1nnc2ccccc21 (stereo unspecified)
  · | -3 | -12 | 8 | 4 | -1 | -4 | -2 | 0 | 5
> CC1CCCCC1NC(=O)CSc1nnc(-c2ccccc2)n1N (stereo unspecified)
  2 | 2 | 8 | -27 | -2 | 0 | 12 | 3 | 0 | 0
> Cc1ccc(SC(=O)COc2ccccc2C)cc1
  -6 | 4 | -9 | -15 | 8 | 1 | -10 | -1 | -3 | 0
> O=C(CCN1CCOCC1)NCc1ccccc1
  4 | -4 | 3 | -3 | 3 | 1 | -16 | -14 | · | 2
> Cc1ccc(S(=O)(=O)NCCC(=O)N2CCCC(C)C2)cc1 (stereo unspecified)
  -4 | -3 | -2 | · | · | 2 | -6 | -2 | · | ·
> O=C(NC(=S)Nc1ccc(Cl)cn1)C12CC3CC(CC(C3)C1)C2
  1 | 2 | -162 | -12 | -6 | -3 | 3 | 16 | · | -4
> NC(CC(=O)O)c1ccc(F)cc1 (stereo unspecified)
  1 | -6 | 1 | 10 | 0 | 3 | 1 | -2 | -4 | -4
> O=C(Nc1ccccc1Cl)c1ccccc1
  -3 | -6 | -87 | -16 | -5 | 1 | 13 | -9 | -3 | 1
> Cc1nnc(SCC(=O)N2CC(C)OC(C)C2)n1-c1ccccc1 (stereo unspecified)
  -3 | 9 | 5 | -2 | -2 | · | 40 | 21 | -2 | 2
> c1ccc2oc(-c3[nH]ncc3CN3CCSCC3)cc2c1
  24 | -7 | 4 | -25 | 1 | 2 | -6 | -6 | 0 | 2

From PubChem BioAssay
